Cneo AK release – Cryptococcus neoformans lysis via adenylate kinase release | 0.2% of 360,000 active | lysis activity, % at 15 µM | C. neoformans lysis, adenylate kinase release luminescence, 4 h; normalised: neutral wells 0, clomiphene wells 100;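 active means mean lysis activity across replicates of at least 80%, whatever share of replicates individually reach that level; inactive means mean lysis activity below 80%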
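Assay system: C. neoformans cells. Amount: yeast cell density of 5 × 10^6 cells/mL. Technique: AK luminescence. Buffer or medium: YPD. Times: static 4 h at 37 °C with compound, 1 h detection. Dosing: single-point compound dose. Read-out: lysis from increased AK signal.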
PGC1a acetyl inh – lowers PGC1a acetylation signal in U2OS cells | AlphaScreen anti-acetyl-lysine; with virally co-expressed GCN5 acetyltransferase | inhibition, % at 15.6 µM | 0.17% of 350,000 active | AID 651687;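 active means every replicate shows inhibition of at least 40%; inconclusive means mean inhibition at least 40% but some replicate below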;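 further: 0% = neutral control wells and 100% = positive control wells; some results beyond the cut were filed as inactive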
SIRT5 inh – sirtuin-5 (human) deacylase inhibition; Q9NXA8; Purified SirT5, succinyl-peptide AMC, trypsin-coupled fluorescence; inhibition, % at 15 µM; 1.1% of 330,000 active; in the data active means inhibition above about 15%; inconclusive means no clear call, values can overlap the other calls
Target sequence (Q9NXA8 whole entry, looked up): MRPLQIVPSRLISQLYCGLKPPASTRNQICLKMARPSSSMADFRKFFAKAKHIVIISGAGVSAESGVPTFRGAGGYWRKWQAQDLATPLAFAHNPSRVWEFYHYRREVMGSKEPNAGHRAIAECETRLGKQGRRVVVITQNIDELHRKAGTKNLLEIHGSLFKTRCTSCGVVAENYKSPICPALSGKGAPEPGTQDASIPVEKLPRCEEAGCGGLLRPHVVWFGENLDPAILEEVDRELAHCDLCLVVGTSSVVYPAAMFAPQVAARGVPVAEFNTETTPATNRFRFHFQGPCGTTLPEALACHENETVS
ERAP1 HTS inh – ERAP1 (human) enzyme inhibition; 0.15% of 340,000 active; recombinant ERAP1, Leu-AMC fluorescence, 60 min; AID 652197; inhibition, % at 10.7 µM; Q9NZ08;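 active means mean replicate inhibition of at least 30%, or all replicates individually reaching that 30% level; inactive means mean below 30% and not every replicate reaching it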;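 further: 0% = neutral control wells and 100% = L-leucinethiol positive control wells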
S100A4 MyoIIA – S100A4-myosin IIA interaction inhibition; S100A4/TAMRA-MyoIIA peptide fluorescence polarization; inhibition, % at 10.7 µM; 0.14% of 360,000 active; AID 652163;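 active means mean inhibition of at least 70% across replicates, with every replicate also reaching that level; inconclusive means mean inhibition reaches 70% but some replicates fall short; inactive means mean inhibition below 70%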
Target sequence (P26447 whole entry, looked up): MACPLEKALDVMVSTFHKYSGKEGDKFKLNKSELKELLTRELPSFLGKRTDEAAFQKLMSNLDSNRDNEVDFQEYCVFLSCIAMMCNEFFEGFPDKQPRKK
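Material: S100A4 monomer protein / Buffer or medium: 50 mM HEPES pH 7.2, 10 mM CaCl2, 100 mM KCl / Times: 5 min incubation before reading / Benchmarks: neutral control DMSO, positive control TFP / Reagent: labelled myosin peptide probe, 5 nM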
Xi reactivation – activators of X-chromosome reactivation in mouse fibroblasts; XiGFP mouse fibroblasts, % GFP-positive cells imaging, 3 d; cells co-treated with 5-aza-dC sensitizer; scaled so ellipticine positive control = 100%; activation, % at 7.58 µM; 0.055% of 360,000 active; AID 743238;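 active means mean normalized replicate activation at least 10% and every replicate at or above 10%; inconclusive means only one of the two criteria met; inactive means mean below 10% and not all replicates reach 10%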;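 further: 0% = median of on-plate neutral control wells and 100% = ellipticine 6 µM median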
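System: SV40-immortalized XiGFP fibroblast cells, line 68-5-11 / Incubation: 3-day compound exposure, then 15 min fixation at room temperature / Compound: single concentration per compound, delivered by pin transfer / Buffer or medium: DMEM plus 5-aza-dC sensitizer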
LGR2 inh – Drosophila LGR2 receptor signaling inhibition. HEK293 LGR2, CRE-luciferase, bursicon-stimulated, 4 h. inhibition, % at 9.99 µM. AID 720647. 0.35% of 380,000 active;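 active means drop in luminescence signal, shown as inhibition above about 50% in the replicate tests, limit read from the data, passing the limit was not always enough; inconclusive means probably only some replicates passing the limit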;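 further: agonist challenge used bursicon conditioned medium at about half maximal strength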
Statin myotox sup – suppression of simvastatin myotoxicity; C2C12 myotubes + simvastatin, ATP luminescence, 48 h; scaled: DMSO 0, geranylgeraniol control 100; 0.78% of 330,000 active; AID 602340; rescue of ATP level, % at 7.49 µM;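 active means mean ATP rescue above about 67%, or every replicate alone reaching that limit, limit read from the data, passing the limit was not always enough; inconclusive means no clear call, values can overlap the other calls; inactive means mean under the limit and some replicate under it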;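 further: myotubes were challenged with 10 µM simvastatin during compound exposure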
* hit, by the source's call; ? = inconclusive; nt = not tested or not shown. These rows are one share of the data; the hit share may differ from the screen's.

Below each compound: SIRT5 inh | ERAP1 HTS inh | PGC1a acetyl inh | Cneo AK release | Statin myotox sup | S100A4 MyoIIA | Xi reactivation | LGR2 inh
CCC(=O)Nc1ccc2c(c1)C(=O)N(C)C[C@H](OC)[C@@H](C)CN(C(=O)C1CCC1)[C@@H](C)CO2
    0 | -2 | -6 | -1 | 0 | -9 | 0.2 | -35
CCn1nnnc1SCC(=O)Nc1nc2ccccc2s1
    -8 | -2 | nt | nt | nt | -4 | 0.0 | -21
CCCC(=O)Nc1ccc2c(c1)C(=O)N(C)C[C@@H](OC)[C@H](C)CN(C(=O)c1ccccc1F)[C@H](C)CO2
    -2 | -2 | 0 | 2 | -10 | 13 | 0.4 | 5
Cc1ccc(OS(=O)(=O)c2ccc(-c3csc(C)n3)s2)c(C)c1
    -4 | 5 | nt | nt | nt | 1 | 0.0 | 13
COc1ccc(NC(=O)Nc2ccc3c(c2)C(=O)N([C@@H](C)CO)C[C@@H](C)[C@H](CN(C)Cc2ccc(C(F)(F)F)cc2)OCCCC[C@H](C)O3)cc1
    -2 | -3 | -4 | 52 | 25 | 5 | nt | nt
CC(C)CNC(=O)COC(=O)CNC(=O)c1cc(Cl)cc([N+](=O)[O-])c1
    nt | -4 | nt | 10 | -3 | 5 | 0.1 | nt
COc1ccc(S(=O)(=O)N=Nc2c(O)[nH]c3ccccc23)cc1
    -1 | 1 | nt | nt | nt | -4 | 0.2 | nt
CN(Cc1nc2ccccc2c(=O)[nH]1)Cc1nc2ccsc2c(=O)[nH]1
    1 | 1 | 4 | nt | nt | 2 | 0.0 | 30
O=C(NCc1ccccc1F)Nc1nnc([C@@H]2C[C@H](O)[C@@H](CO)O2)s1
    -1 | -3 | -9 | 0 | -1 | -5 | 0.1 | 5
CN(C)CCN(Cc1ccco1)c1ccccn1
    nt | 1 | 4 | nt | -1 | -2 | 0.2 | 2
CC(/C=C/c1ccccc1)=N\NC(=O)c1cc(C)nc2ccccc12
    2 | 0 | 22 | -2 | nt | -10 | 0.0 | 3
COc1ccc(COC(=O)CN2C(=O)NC3(CCCC3)C2=O)cc1F
    -5 | 4 | nt | 0 | 0 | -9 | 0.0 | 5
Cc1c(C(=O)N2CCN(C(=O)c3ccco3)CC2)oc2c(Cl)cccc12
    3 | -1 | nt | 4 | -10 | 5 | 0.0 | -18
COc1ccc(S(=O)(=O)N[C@H]2CC[C@@H](CC(=O)O)O[C@@H]2CO)cc1
    -1 | 1 | -16 | -1 | 5 | 11 | 0.0 | -7
C[C@@H]1CN([C@H](C)CO)C(=O)Cc2cc(NS(=O)(=O)c3cn(C)cn3)ccc2O[C@@H]1CN(C)C
    -1 | -1 | 6 | -2 | -5 | 2 | -0.4 | -18
Cc1c(C#N)c(NC(=O)CCl)n(Cc2ccc(F)cc2)c1C
    -2 | -2 | 4 | nt | nt | -22 | 0.3 | -3
CC(=O)Nc1ccc(OCC(=O)NC(C)c2ccc(F)cc2)cc1 (centres undefined)
    nt | nt | nt | -2 | 7 | 3 | 0.0 | 11
Cn1c(NN)nc2sc3c(c2c1=O)CC(C)(C)OC3
    nt | nt | -2 | 1 | -11 | nt | nt | -8
NC(=S)N/N=C/c1ccc(-c2ccccc2)o1
    0 | 3 | 5 | nt | nt | 5 | 0.1 | -10
COc1cccc(-c2cc(C(=O)Nc3c(C)nn(Cc4ccccc4)c3C)no2)c1
    -2 | -8 | -14 | -2 | 1 | 2 | nt | 33
O=C1c2ccccc2C(c2nnnn2-c2ccc3c(c2)OCCO3)N1CCc1c[nH]c2ccccc12 (centres undefined)
    0 | nt | nt | nt | nt | 4 | 0.0 | 4
CCOC(=O)c1sc2nc(CSc3ccccc3)nc(N3CCCN(C)CC3)c2c1C
    -1 | -19 | -27 | nt | nt | 16 | 0.0 | 8
CCN(CC)CCN1c2ccccc2Sc2ccccc21
    -9 | -1 | -13 | 1 | 0 | 0 | -0.1 | -10
C[C@H](NC(=O)c1nc[nH]c1C(=O)N1CCN(c2ccccc2)CC1)C(=O)OC(C)(C)C
    nt | nt | nt | -17 | 15 | 0 | 0.0 | 3
CNC[C@H]1Oc2c(NS(=O)(=O)c3ccccc3)cccc2C(=O)N([C@H](C)CO)C[C@H]1C
    -1 | 1 | 1 | -2 | -4 | -6 | -0.1 | 11
Cc1cccc(C)c1OCCCn1ccnc1
    -6 | -1 | nt | 0 | -7 | 3 | 0.0 | -4
O=C(C[C@H]1CC[C@@H](NC(=O)Nc2cccc(F)c2)[C@H](CO)O1)NCC1CC1
    1 | 0 | -11 | -3 | 12 | 6 | -0.3 | 7
COc1ccc(NC(=O)N2C[C@H]3[C@@H](c4ccccc42)[C@H](CO)N3C(=O)C2CCCCC2)cc1
    1 | 0 | 1 | 0 | -2 | 3 | 0.0 | -22
COc1cccc2cc(C(=O)OCc3ccccc3)c(=O)oc12
    0 | -3 | -4 | -13 | 6 | -6 | 0.1 | -52
COc1ccc(C(=O)Nc2nnc(SCC(=O)NC3CC3)s2)cc1
    -3 | 0 | -2 | -10 | -7 | 9 | nt | ?
CCc1cc(=O)oc2c(C)c(OCC(=O)N3CCC(C(=O)O)CC3)ccc12
    -8 | 0 | 0 | 2 | -2 | 2 | nt | 12
CCc1cc(Cn2nc(-c3ccccc3C)cc2C(=O)O)on1
    nt | -18 | nt | -1 | 2 | -2 | 0.3 | -6
N#C/C(=C\c1cccs1)C(=O)c1ccccc1
    1 | 0 | nt | nt | nt | -16 | 0.0 | 3
COc1cc(C(=O)NCC(c2cccnc2)N2CCN(c3ccccc3)CC2)cc(OC)c1OC (centres undefined)
    3 | -3 | -25 | -1 | 18 | 0 | 0.3 | -3
N/C(=N\OCc1ccc([N+](=O)[O-])cc1)c1ccncc1
    -2 | -3 | -2 | nt | nt | 7 | 0.3 | -31
Cc1ccc2c(c1)C(SCC(=O)NCCc1ccccc1)CC1(CCCC1)O2 (centres undefined)
    nt | nt | nt | -2 | 6 | 2 | 0.3 | -56
Cc1c(C(=O)NCc2cccnc2)oc2c1C(=O)CC(C)(C)C2
    nt | nt | 12 | -2 | 4 | nt | nt | -23
O=C(C[C@@H]1C[C@@H]2c3cc(NC(=O)Nc4ccccc4F)ccc3O[C@@H]2[C@@H](CO)O1)NCc1ccc(Oc2ccccc2)cc1
    -3 | 3 | 84* | 5 | -10 | -13 | 0.0 | -10
COc1cc(NCCCCCCN)c2ncccc2c1OC
    5 | 0 | 9 | nt | 11 | 28 | 0.3 | 2
CCCCNC(=S)NCC(c1ccccc1)c1c[nH]c2ccccc12 (centres undefined)
    -4 | -1 | -6 | -2 | -2 | 35 | 0.4 | -7

A different layout for four compounds above:
smiles | SIRT5 inh | ERAP1 HTS inh | PGC1a acetyl inh | Cneo AK release | Statin myotox sup | S100A4 MyoIIA | Xi reactivation | LGR2 inh
N#C/C(=C\c1cccs1)C(=O)c1ccccc1 | 1 | 0 | nt | nt | nt | -16 | 0.0 | 3
COc1cc(C(=O)NCC(c2cccnc2)N2CCN(c3ccccc3)CC2)cc(OC)c1OC (centres undefined) | 3 | -3 | -25 | -1 | 18 | 0 | 0.3 | -3
N/C(=N\OCc1ccc([N+](=O)[O-])cc1)c1ccncc1 | -2 | -3 | -2 | nt | nt | 7 | 0.3 | -31
Cc1ccc2c(c1)C(SCC(=O)NCCc1ccccc1)CC1(CCCC1)O2 (centres undefined) | nt | nt | nt | -2 | 6 | 2 | 0.3 | -56

Full records, looked up by structure. Values in the order: SIRT5 inh | ERAP1 HTS inh | PGC1a acetyl inh | Cneo AK release | Statin myotox sup | S100A4 MyoIIA | Xi reactivation | LGR2 inh
N/C(=N\OCc1ccc([N+](=O)[O-])cc1)c1ccncc1 reads -2 | -3 | -2 | nt | nt | 7 | 0.3 | -31
COc1cc(NCCCCCCN)c2ncccc2c1OC reads 5 | 0 | 9 | nt | 11 | 28 | 0.3 | 2

The list continues:
Below each compound: SIRT5 inh | ERAP1 HTS inh | PGC1a acetyl inh | Cneo AK release | Statin myotox sup | S100A4 MyoIIA | Xi reactivation | LGR2 inh
C=CCN(C)NC(=O)Nc1ccccc1
    1 | 4 | nt | 2 | 0 | 8 | 0.0 | -8
CCSc1nnc(NC(=O)CSc2sc3c(O)cc(=O)[nH]c3c2C#N)s1
    32* | 2 | 0 | 4 | 8 | -1 | 0.0 | 6
CS(=O)(=O)Cc1ccc(C(=O)N2CCN(C(=O)c3cccs3)CC2)cc1
    -7 | 2 | 2 | 0 | 4 | 4 | 0.1 | -1
CCOc1ccc(CCNC(=O)Cn2c(=O)oc3ccccc32)cc1OCC
    1 | -2 | -14 | nt | nt | 1 | nt | 4
CNC(=O)CS(=O)CC(=O)Nc1cc(OCCOC)c(Cl)cc1Cl (centres undefined)
    1 | 5 | -3 | nt | nt | 0 | 0.0 | nt
CO[C@H]1CN(C)C(=O)c2cc(NC(=O)Nc3cccc(Cl)c3)ccc2OC[C@H](C)N(C(=O)Nc2c(C)noc2C)C[C@@H]1C
    nt | nt | -16 | nt | 11 | nt | 0.4 | 15
COc1ccccc1C(=O)OCc1nc(N)nc(Nc2ccccc2C)n1
    -1 | 1 | -1 | -6 | nt | 4 | 0.2 | -12
CSc1ncccc1C(=O)OCC(=O)N(C)c1c(N)n(Cc2ccccc2)c(=O)[nH]c1=O
    0 | -2 | nt | 4 | -4 | 1 | 0.0 | -1
Cc1cccc(N(CC(=O)N2CCc3ccccc3C2)S(C)(=O)=O)c1C
    -4 | 1 | -21 | 0 | 0 | -1 | 0.0 | -2
Cn1nc(C(C)(C)C)c([N+](=O)[O-])c1C(=O)N1CCOCC1
    0 | -2 | 8 | 0 | -7 | -8 | 0.0 | 1
O=C(Nc1ccc2oc(-c3ccccc3)nc2c1)c1cc(-n2cnnc2)ccc1Cl
    -7 | 4 | -4 | nt | nt | 7 | 0.1 | 19
COc1ccc(S(=O)(=O)Nc2ccc3c(c2)C(=O)N([C@@H](C)CO)C[C@H](C)[C@@H](CN(C)S(=O)(=O)c2ccc(F)cc2)O3)cc1
    2 | 2 | 2 | -1 | nt | -13 | 0.0 | -2
CC(C)(C)c1ccc(C(=O)NNc2ncccc2-n2cccc2)cc1
    1 | 1 | -6 | -3 | -6 | -2 | 0.2 | -23
CCOC(=O)Cc1ccc(Nc2nc(NCc3ccccc3)nc3ccsc23)cc1
    -8 | -6 | nt | -3 | 8 | -7 | 0.0 | -4
O=C(C[C@@H]1C=C[C@H](NS(=O)(=O)c2ccccc2)[C@@H](CO)O1)N1CCc2ccccc2C1
    6 | 2 | -2 | 0 | -4 | 10 | -0.4 | -4
O=C(CNc1ccc(Cl)cc1)c1ccc(Br)cc1
    1 | 3 | nt | 6 | 1 | -2 | 0.3 | nt
